Screening data from PubChem BioAssay.
SARS 3CLpro inh: SARS-CoV 3CLpro protease inhibition; recombinant SARS-CoV 3CLpro, quenched FRET peptide cleavage; 290,000 compounds, 0.14% hits; P0C6X7; inhibition, % at 6 µM; AID 1706; in the data active = inhibition above about 12%
Anthrax LF inh2: anthrax lethal factor protease inhibition | P15917 | multiplex microsphere protease cleavage assay, LF | inhibition, % at 10 µM | 360,000 compounds, 0.12% hits | AID 588501; also: plate controls were buffer without enzyme for full effect and enzyme alone for no effect
BoNT-A LC inh2: BoNT A light chain protease inhibition; multiplex microsphere protease substrate cleavage, flow cytometry; inhibition, % at 10 µM; 360,000 compounds, 0.17% hits; AID 588499; also: plate controls were buffer without enzyme for full effect and enzyme alone for no effect
PriA SSB inh: blocks PriA binding to SSB C-terminal tail; 430,000 compounds, 0.6% hits; AlphaScreen SSBct-PriA binding, biotinylated peptide; inhibition, % at 33 µM; in the data active = inhibition mostly above about 37%, no sharp cut-off; inactive = mostly below about 20%;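 also: plate controls were negative control peptide for no effect and reference peptide for full effect; strong numbers were not always called active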
Y pestis TopoI: inhibitors of Yersinia pestis topoisomerase I. Y. pestis Topo-I cleavage product accumulation, plate reader. activity, % at 10 µM. 360,000 compounds, 0.064% hits. AID 504884; in the data active = activity above about 50%, passing the limit was not always enough; inconclusive = no clear call, values can overlap the other calls; also: inactives centre near 2
TcdB inh: TcdB glycohydrolase inhibition. inhibition, % at 9.99 µM. AID 652162. TcdB glycohydrolase enzymatic assay, plate reader. P18177. 350,000 compounds, 0.24% hits; in the data active = inhibition above about 10%
PfHsp40 rescue: rescue of PfHsp40-mediated yeast toxicity; 340,000 compounds, 0.68% hits; S. cerevisiae expressing PfHsp40, growth rescue, ATP luminescence; growth rescue, % at 12.5 µM; in the data active = growth rescue above about 28%, passing the limit was not always enough; inconclusive = no clear call, values can overlap the other calls;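 also: yeast W303a lacking pdr1 and pdr3 grown in galactose medium; growth measured after three days at 30 °C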
BH1578 lux ind: inducers of Vibrio cholerae quorum light production without autoinducers. V. cholerae BH1578 lux reporter, luminescence, 6 h. activation, % at 18.7 µM. 350,000 compounds, 0.16% hits. AID 588436; in the data active = activation mostly above about 9.7%, no sharp cut-off; inconclusive = no clear call, values can overlap the other calls; inactive = mostly below about 3.7%; also: not every result past the cut was called active; inactives centre near 0; reference of the scale not given here
VHR inh abs: inhibitors of human VHR1 phosphatase (DUSP3); recombinant VHR phosphatase, pNPP absorbance; 290,000 compounds, 0.52% hits; inhibition, % at 13.3 µM; AID 1654; P51452; in the data active = inhibition above about 50%; also: some compounds called inactive have numbers as strong as hits
CCHFV vOTU inh: CCHFV vOTU protease inhibition; 370,000 compounds, 0.55% hits; Pep-AMC fluorescence; AID 651958; inhibition, % at 11.5 µM; in the data active = inhibition above about 30%; also: 0% = vehicle wells with enzyme and 100% = no enzyme wells
Starred values were filed as active, the others as inactive; i = inactive; u = inconclusive; x = no result given; & = joins results of further samples. Rule as the data show it, unless noted: active = inhibition above about 30%; inconclusive = no clear call, values can overlap the other calls; inactive = below that. A portion of the library; the hit share may differ from the screen's.

SMILES	SARS 3CLpro inh	Anthrax LF inh2	BoNT-A LC inh2	PriA SSB inh	Y pestis TopoI	TcdB inh	PfHsp40 rescue	BH1578 lux ind	VHR inh abs	CCHFV vOTU inh
CCOC(=O)N1CCC(Nc2c(NCCCN3CCN(c4ccc(OC)cc4)CC3)c(=O)c2=O)CC1	-1	-2	0.5	27	15	0.8	0.0	-0.2	13	19
O=C1Nc2ccccc2C12OC1CCCCC1O2 (configuration not stated)	-6	-2	0.3	-3	-6	x	-1.2	i	18	-13
CCCCn1c(N)c(N(CC(C)C)C(=O)c2ccco2)c(=O)[nH]c1=O	x	-4	0.1	3	1	1.2	0.3	i	x	-9
O=C(COc1ccc2c(c1)CCC2)NCc1ccc(Cl)cc1	8	2	0.0	-1	-1	0.4	5.9	-2.3	-5	-1
CCc1nc2c(OCc3ccc(Cl)cc3)cccn2c1N(C)C(=O)c1ccc2c(c1)OCO2	x	-7	0.0	x	3	0.3	x	-0.1	x	8
Cc1cccc(Cc2nnc(CCC(=O)N(C)CCc3ccccc3)o2)c1	0	-14	-3.0	-22	4	0.9	-0.5	i	29	-9
Cc1c(C(c2ccccc2Br)c2c(C)n(C)n(-c3ccccc3)c2=O)c(=O)n(-c2ccccc2)n1C	0	-17	0.0	-12	13	-0.3	-0.8	i	43	-9
CSCC[C@H](NC(=O)CCNC(C)=O)c1nc2ccccc2[nH]1	1	1	0.9	-12	-6	x	-2.5	0.5	17	6
CN(C)CCNC(=O)/C=C/c1cn(-c2ccccc2)nc1-c1cc2ccccc2oc1=O	-1	-3	-0.8	4	2	-2.0	0.3	i	7	-5
Cc1cc(-c2ccc(C)c(S(=O)(=O)NCCN3CCC(C)CC3)c2)on1	-7	-1	-0.4	-3	-3	-1.0	2.2	-0.1	38	9
OCC[C@@H]1C[C@H](O)[C@@H](O)[C@]2(CCCCO2)O1	x	3	0.1	-6	-1	1.4	-0.6	i	x	-7
COC(=O)[C@H](CC(C)C)NC(=O)NC1CCCCC1C (some centres not stated)	-1	-17	4.3	-22	1	x	2.5	i	31	2
Fc1ccc(C2C3=C(Nc4ncnn42)c2ccccc2OC3c2ccncc2)cc1 (configuration not stated)	6	1	0.7	2	16	x	0.0	i	11	-14
CC(NC(=O)C1C2C=CC(C2)C1C(=O)O)c1ccccc1 (configuration not stated)	6	10	-1.9	-4	0	x	-0.3	-26	8	-7
O=C(Nc1ccccc1)C1=C[C@@H](c2ccc(C(F)(F)F)cc2)C[C@@H](OCCCCO)O1	x	3	0.3	-6	-2	0.7&0.7	1.1	8.3	x	-3
O=C(Nc1ccc(F)cc1)Nc1ccc(NC(=O)c2ccccc2O)cc1	1	u	1.7	-4	7	0.5	x	-0.4	4	-4
C[C@]12CCC3C(CC[C@H]4C[C@@H](O)CC[C@]34C)C1CC[C@@]2(O)C(F)(F)F (some centres not stated)	x	-6	0.1	x	-9	0.8	x	0.0	x	-1
COc1ccc(-c2cc(C(F)(F)F)c3c(N)c(C(=O)NCCSC)sc3n2)cc1	1	-14	-5.4	-13	20	0.5	3.9	i	54*	14
Cn1c(CS/C(N)=N/N=C/c2ccccc2)c(Br)c(=O)n1-c1ccccc1	0	-3	-3.6	x	-2	x	0.8	-0.2	-2	1
C=CCCCCCCCCc1nc(SCC(=O)O)n[nH]1	-1	-2	-0.1	-6	6	0.2	1.2	-0.4	13	-9
COc1cccc(C2C(C(=O)c3sc(C)nc3C)=C(O)C(=O)N2CCN2CCOCC2)c1 (configuration not stated)	-4	-1	-0.2	-2	5	x	-0.2	-0.4	14	14
COc1ccc2cc3cc(C(=O)N4CCN(Cc5ccc6c(c5)OCO6)CC4)oc3nc2c1	0	0	0.1	-14	5	x	1.0	i	43	-21
CN1CCN(NC(=O)c2cn(-c3ccccc3)nc2-c2cccc(Br)c2)CC1	5	-7	-0.6	-10	-4	0.3	0.2	-0.3	2	15
CCCCOc1ccccc1C1CC(=O)NC2=C1C(=O)CCC2 (configuration not stated)	-2	0	0.0	-3	-5	x	4.2	i	7	4
CCOC1(C(F)(F)F)NC(=O)N(Cc2ccc(OC)cc2)C1=O (configuration not stated)	1	-8	0.0	-7	6	x	0.4	i	19	5
Cc1ccc(N(Cc2ccccc2)C(=O)c2cccc(S(=O)(=O)N3CC(C)OC(C)C3)c2)cc1 (configuration not stated)	x	-2	1.6	-15	34	1.4	-0.1	i	x	10
Cc1ccc2c(Cl)c(C)c(N3CCOCC3)nc2n1	x	9	2.6	-4	-5	0.3	-0.7	i	x	8
CC(=O)N[C@@H](Cc1c[nH]c2ccccc12)C(=O)NC1CC1	-1	-8	-3.3	4	12	-0.1	-1.1	i	7	-5
COc1ccc(C(O)Cc2nc3ccccc3n2C)cc1OC (configuration not stated)	4	2	-0.9	-3	6	x	-2.0	x	-8	-6
Cc1cc(N2CCN(S(=O)(=O)c3ccc4ccccc4c3)CC2)n2ncnc2n1	3	2	0.4	2	4	1.2	-0.5	i	15	-1
Cc1nc2nc(-c3ccccc3)cc(=O)n2[nH]1	-5	-1	0.6	-21	4	x	-0.6	-0.4	26	11
CC(C)CC1C(=O)N(Cc2cn(Cc3ccco3)nn2)CCS(=O)(=O)N1Cc1ccc(-c2ccc(F)nc2)cc1 (configuration not stated)	x	-5	-0.5	x	35	0.3	x	-0.4	x	23
COC(=O)c1cnc(NNC(=O)c2ccc([N+](=O)[O-])cc2)nc1C(F)(F)F	-1	-9	0.8	-12	-3	0.5	63*	-0.3	0	2
COc1ccc(C([O-])=Nc2ccc[n+](-c3nc4ccccc4nc3NS(=O)(=O)c3ccccc3)c2)cc1	6	x	x	x	x	0.3	x	x	33	-9
CC1(C)Cc2c(c(N3CCOCC3)nc3sc4c(NCCN)ncnc4c23)CO1	x	4	1.6	5	-8	2.3	0.7	-0.4	x	-3
CCOc1ccc(NC(=O)CCN2C(=O)CSc3ccccc32)cc1	x	-4	-0.4	6	-1	0.4	0.5	-1.1	x	-8
Cc1ccc(C)c(-n2c(SCC(=O)NC(C(=O)O)C(C)C)nnc2-c2cccc(Cl)c2)c1 (configuration not stated)	-1	-1	-0.3	-9	9	1.6	1.1	-0.3	15	12
O=C(Nc1cccc(F)c1)c1cccnc1NCCc1ccccc1	3	-2	-0.2	-129	-3	x	7.4	-2.6	-2	1
Cc1ccccc1Nc1cc(C(=O)NCc2ccco2)c2ccccc2n1	3	-1	-0.5	-14	-3	x	-0.8	i	10	4
C1=C(c2ccccc2)Nc2ccccc2N=C1c1ccccc1	-5	0	0.9	-2	18	x	1.1	-0.3	5	11
C/C(=C\C(=O)Nc1nccs1)c1ccccc1	-2	-4	u	1	2	x	0.2	2.7	11	26
N=c1c2c3c(sc2ncn1Cc1ccccc1)CCCC3	1	-2	0.2	-11	-2	x	0.2	-0.7	11	1
COc1ccc(S(=O)(=O)N2CCC(C(=O)N[C@@H](C)C(=O)N3CCCCCC3)CC2)cc1	-1	-2	-1.0	-11	-3	1.9	-0.8	0.4	9	-13
CCOC(=O)c1oc2nc(C(C)C)c3c(c2c1N)CCC3	-3	-3	0.3	-11	-1	x	0.1	-0.6	-5	-112
CCCCNS(=O)(=O)c1ccc2nc(-c3cccnc3)cc(C(=O)NCC(OC)OC)c2c1	-3	3	-2.4	-1	3	1.9	x	-0.5	10	1
S=C(Nc1ccc(Cl)cc1)Nc1cccc2cnccc12	3	-3	1.4	5	-9	0.2	105*	-2.0	0	58*
O=C(Nc1nnc(S(=O)(=O)N2CCCC2)s1)c1cccc([N+](=O)[O-])c1	-1	3	-1.6	-6	-9	x	-1.5	-0.5	18	x
Cc1ccccc1CN(C)CC(=O)Nc1c(C)cccc1C(C)C	3	-3	-0.8	8	7	1.6	-0.1	-1.4	16	-1
COc1ccc(CNC(=O)CSc2nnc(Cn3nnc4ccccc43)n2C)cc1	0	-3	-0.2	7	-6	1.4	0.8	i	30	3
O=C1NN(c2ccccc2)C(=O)/C1=C/c1cccs1	2	x	x	x	x	0.1	x	x	-4	-2
O=C(Nc1ccc2c(c1)OCCO2)c1cc2ccccc2o1	-4	-2	0.8	-3	4	10*	1.0	-0.5	6	10
CCCCn1c(N)c(N(CCOC)C(=O)c2ccc(OCc3c(C)noc3C)cc2)c(=O)[nH]c1=O	x	-4	-1.7	-3	-1	1.2	-1.1	0.0	x	6
CCN(CC)S(=O)(=O)c1ccc(NC(=O)c2cnc(C)cn2)cc1	-4	-10	-2.0	-4	3	0.0	-0.7	-0.1	6	-7
Cc1ccccc1-n1c(Cn2c(=O)sc3ccccc32)nnc1SCC(=O)NCC1CCCO1 (configuration not stated)	0	0	0.5	9	15	1.8	0.7	1.5	0	-2
CC(=O)c1cccc(N2C(=NC(=O)C3CCCCC3)SC3CS(=O)(=O)CC32)c1 (configuration not stated)	-9	1	0.8	-6	9	2.0	-0.3	-0.2	-7	-6
CC(C)N(Cc1nc(-c2ccccc2)no1)C(=O)Cc1ccccc1	-1	-1	-1.0	-14	16	1.8	-0.2	-0.2	9	1
CN(c1ccc(OCC(=O)OCC(=O)Nc2ccc(F)cc2)cc1)S(=O)(=O)c1ccc(Cl)cc1	-1	-2	1.5	12	-1	7.4	0.7	-1.0	26	15
CCCCSCCCNC(=O)CS(=O)Cc1nc(-c2cccc(C)c2)oc1C (configuration not stated)	-1	-10	0.7	-3	18	x	0.3	x	-17	3
CC(C)Oc1ccc(C(=O)OCC(=O)NC2CCCCCC2)cc1	x	9	2.8	-9	-3	-0.1	2.7	i	x	8
COc1ccc(CN2CCC(Cc3ccccc3)CC2)c(C)c1C	0	8	1.8	-12	6	-0.9	0.4	-0.1	17	-8

(more compounds)
SMILES	SARS 3CLpro inh	Anthrax LF inh2	BoNT-A LC inh2	PriA SSB inh	Y pestis TopoI	TcdB inh	PfHsp40 rescue	BH1578 lux ind	VHR inh abs	CCHFV vOTU inh
CC(C)NC(=O)C1CCCN(S(=O)(=O)c2ccc(-n3cnnn3)cc2)C1 (configuration not stated)	-4	-3	-1.7	-8	2	x	1.1	i	21	11
CC(=O)Nc1ncc(N=Nc2cccc(C(F)(F)F)c2)s1	-2	1	1.9	1	-3	1.2	0.5	-0.4	-8	5
Cc1c(C(=S)Nc2ccccc2)cnn1-c1ccccc1	3	1	0.4	4&6	1	x	7.4	-0.2	-1	3
COc1ccc(NC(=O)c2ccc(C)cc2)c(OC)c1	0	-2	0.0	2	2	x	1.6	1.7	0	11
COc1ccc(C2(C(=O)NCc3ccccc3Cl)CCOCC2)cc1OC	-5	1	0.1	-6	-9	1.4	-0.1	0.8	12	3
CC1CCN(C(=O)COc2ccc(S(=O)(=O)N3CCOCC3)cc2)CC1	x	-3	-1.1	-9	-2	2.8	-0.6	-12	x	0
CSC1=C(C#N)C(c2ccccc2Cl)C(C(C)=O)=C(C)N1 (configuration not stated)	-5	-4	0.3	-9	5	1.8	-2.1	i	13	-11

5 records drawn at random from the list so far:
SMILES	SARS 3CLpro inh	Anthrax LF inh2	BoNT-A LC inh2	PriA SSB inh	Y pestis TopoI	TcdB inh	PfHsp40 rescue	BH1578 lux ind	VHR inh abs	CCHFV vOTU inh
CC1CCN(C(=O)COc2ccc(S(=O)(=O)N3CCOCC3)cc2)CC1	x	-3	-1.1	-9	-2	2.8	-0.6	-12	x	0
CN1CCN(NC(=O)c2cn(-c3ccccc3)nc2-c2cccc(Br)c2)CC1	5	-7	-0.6	-10	-4	0.3	0.2	-0.3	2	15
Fc1ccc(C2C3=C(Nc4ncnn42)c2ccccc2OC3c2ccncc2)cc1 (configuration not stated)	6	1	0.7	2	16	x	0.0	i	11	-14
CC(C)N(Cc1nc(-c2ccccc2)no1)C(=O)Cc1ccccc1	-1	-1	-1.0	-14	16	1.8	-0.2	-0.2	9	1
C1=C(c2ccccc2)Nc2ccccc2N=C1c1ccccc1	-5	0	0.9	-2	18	x	1.1	-0.3	5	11
